Bioassay records: PubChem BioAssay, National Center for Advancing Translational Sciences (NCATS)
GLS inh = inhibitors of human glutaminase (GLS); O94925; GLS enzymatic activity, qHTS titration; Potency, µM (titrated, usually from 45.5 µM), for the others: at the top dose activity change, negative = inhibition, usual class: inhibitors; 410,000 tested, 0.21% active; AID 624170; note: potency is the fitted concentration of half-maximal effect; % is set by controls: 0 for no effect and ±100 for the full control effect
Target sequence (O94925 whole entry, looked up): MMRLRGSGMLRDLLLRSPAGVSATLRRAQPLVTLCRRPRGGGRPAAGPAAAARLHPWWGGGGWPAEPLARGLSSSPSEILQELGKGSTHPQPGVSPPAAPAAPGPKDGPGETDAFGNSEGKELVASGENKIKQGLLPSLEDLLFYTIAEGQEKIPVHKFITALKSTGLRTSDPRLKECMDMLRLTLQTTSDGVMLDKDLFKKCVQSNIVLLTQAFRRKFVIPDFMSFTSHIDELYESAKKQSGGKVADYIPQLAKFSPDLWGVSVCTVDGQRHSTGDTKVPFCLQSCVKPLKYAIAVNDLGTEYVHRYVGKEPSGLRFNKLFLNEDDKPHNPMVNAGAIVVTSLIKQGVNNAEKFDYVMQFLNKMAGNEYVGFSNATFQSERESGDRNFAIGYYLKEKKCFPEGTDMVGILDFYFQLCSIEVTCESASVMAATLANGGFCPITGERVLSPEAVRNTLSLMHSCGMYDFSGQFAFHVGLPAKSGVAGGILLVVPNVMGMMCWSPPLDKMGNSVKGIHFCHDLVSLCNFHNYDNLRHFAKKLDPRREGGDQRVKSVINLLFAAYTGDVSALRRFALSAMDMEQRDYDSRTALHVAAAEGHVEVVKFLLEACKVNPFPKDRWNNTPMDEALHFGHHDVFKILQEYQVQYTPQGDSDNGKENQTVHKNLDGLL
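hKGA in 45 mM KH2PO4 (pH 8.2), 0.02% Tween-20 with compound, then 1mM L-Glutamine (stock as added) plus glutamate oxidase/HRP/Amplex red coupling mix. Fluorescence read initially and after 30 min at RT; signal change reflects glutamate formation.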
Pin1 inh = blocks the human prolyl isomerase Pin1 | Q13526 | Pin1 FP peptide displacement, HiFluor488, 10 min | Potency, µM (highest dose often 115 µM), inactives show at the highest dose activity, negative = inhibition, usual class: inhibitors | 390,000 tested, 0.009% active | AID 504891; active = well fitted inhibition curve with a large enough effect in the polarisation, with a control signal flat, not every such curve was filed as active; inconclusive = small, poorly fitted or top-dose-only effect, or effect the other way, or a change in a side signal; inactive = no such curve, though single readings can be large or run the other way; the % refers to the polarisation; note: potency is the fitted concentration of half-maximal effect; % is set by controls: 0 for no effect and ±100 for the full control effect
TrxR1 inh = inhibitors of rat thioredoxin reductase 1. O89049. recombinant rTrxR1, NADPH fluorescence consumption, selenite substrate. Potency, µM (doses to about 114 µM), for the others: at the highest dose activity change, negative = inhibition, actives largely listed as inhibitors. 390,000 tested, 1% active; note: potency is the fitted concentration of half-maximal effect; % is set by controls: 0 for no effect and ±100 for the full control effect; nearly all actives have a fitted effect of over 65% in size
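Rat TrxR1 (90 nM in the dispensed reagent) was pre-reduced with 400 uM NADPH for 5 min at room temperature, then incubated with compound for 15 min. After 400 uM selenite was added, NADPH fluorescence (Ex 340/Em 450 nm) was followed for 8 min.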
mIDH1 inhibitor = inhibitors of human mutant IDH1 R132H; 390,000 tested, 0.093% active; O75874; Potency, µM (series often up to 76.6 µM), for the others: at the top dose activity change, negative = inhibition, hits mostly inhibitors; IDH1-R132H enzyme, NADPH consumption, diaphorase/resazurin fluorescence; note: potency is the fitted concentration of half-maximal effect; % is set by controls: 0 for no effect and ±100 for the full control effect; nearly all actives have a fitted effect of over 65% in size
Target sequence (O75874 whole entry R132H, stated change not applied): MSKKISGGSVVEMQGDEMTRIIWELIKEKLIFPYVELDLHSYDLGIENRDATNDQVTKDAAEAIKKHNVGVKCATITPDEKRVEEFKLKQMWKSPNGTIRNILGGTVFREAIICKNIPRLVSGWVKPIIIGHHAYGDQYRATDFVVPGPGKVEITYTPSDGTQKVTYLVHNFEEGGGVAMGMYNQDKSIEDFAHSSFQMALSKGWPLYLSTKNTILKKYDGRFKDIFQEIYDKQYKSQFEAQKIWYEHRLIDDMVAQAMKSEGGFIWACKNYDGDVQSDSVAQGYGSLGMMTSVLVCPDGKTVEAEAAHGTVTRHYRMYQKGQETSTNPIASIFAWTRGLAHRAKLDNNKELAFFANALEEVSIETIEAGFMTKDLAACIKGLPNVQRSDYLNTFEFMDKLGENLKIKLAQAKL
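IDH1-R132H (0.5 ug/mL) preincubated 30 min with compound, then NADPH (0.016 mM) and alpha-KG (2 mM) added; 80 min at RT, pH 7.5. Remaining NADPH coupled via diaphorase/resazurin to fluorescence (540/590 nm); concentration-response curves normalized to no-enzyme control.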
HP1b binding inh = inhibitors of HP1-beta chromodomain binding to methylated histone tails; 390,000 tested, 0.56% active; AlphaScreen HP1-beta / biotin-H3K9me3 peptide binding; Potency, µM (series often up to 114 µM), for inactives: at the highest dose activity change, negative = inhibition, actives largely listed as inhibitors; note: potency is the fitted concentration of half-maximal effect; nearly all actives have a fitted effect of over 70% in size; inactives centre near 23
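AlphaScreen: HP1-beta (50 nM) preformed 30 min with biotin-H3(1-18)K9me3 peptide (50 nM) in PBS pH 7.4, 0.01% Tween-20. Compound added for 30 min at RT, then streptavidin donor/nickel chelate acceptor beads (10 ug/mL) for 30 min.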
PGK inhibitor = T. brucei PGK inhibition. P07378. PGK/GAPDH coupled, Kinase-Glo luminescence, 60 min. Potency, µM (doses to about 57.5 µM), without a hit: at the highest dose activity change, negative = inhibition, most hits filed as inhibitors. 380,000 tested, 0.043% active. AID 602233; note: potency is the fitted concentration of half-maximal effect; % is set by controls: 0 for no effect and ±100 for the full control effect; nearly all actives have a fitted effect of over 60% in size
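Luminescent ATP detection (Kinase-Glo Plus) follows a 60-minute room-temperature incubation, with wells lacking PGK as controls. Buffer: 100 mM TEA (pH 7.6), 5 mM MgCl2, 0.01% Tween-20. Coupling enzyme GAPDH (100 nM final) supplies unstable 1,3-BPG in-well.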
USP1 inh = blocks the human USP1/UAF1 deubiquitinase complex | 390,000 tested, 0.23% active | AID 743255 | O94782 | Potency, µM (series often up to 57.1 µM), without a hit: at the top dose activity change, negative = inhibition, hits mostly inhibitors | recombinant USP1/UAF1, Ub-Rhodamine cleavage fluorescence; note: potency is the fitted concentration of half-maximal effect; % is set by controls: 0 for no effect and ±100 for the full control effect; nearly all actives have a fitted effect of over 60% in size; inactives centre near -12
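High-throughput fluorogenic screen: 1nM USP1/UAF1 complex, Ub-Rho substrate 150nM final, 50mM HEPES pH 7.8 with 0.5mM EDTA, 0.1 mg/ml BSA, 1mM TCEP and 0.01% Tween-20.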
PI4K2A inh = inhibitors of human PI4K2A | purified PI4K2A, ADP-Glo luminescence, 1 h; hits give low values | activity change, negative = inhibition, % at 76.9 µM | 420,000 tested, 0.13% active | AID 1346378; in the data active = activity change below about -50%; inconclusive = mostly about -30% to -49%;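 note: -100% = wells without enzyme as full effect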
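Compounds are screened against recombinant PI4K2A using PI as substrate and ATP, the latter dispensed at 300 microM. Reactions run one hour at ambient temperature before ADP-Glo detection; full inhibition defined by wells lacking enzyme.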
TrxR1 substrate = substrates of rat thioredoxin reductase 1. 390,000 tested, 0.01% active. AID 588456. purified TrxR1 substrate turnover, NADPH consumption readout. O89049. Potency, µM (highest dose often 114 µM), without a hit: at the highest dose activity change, negative = substrate turnover; note: potency is the fitted concentration of half-maximal effect; % is set by controls: 0 for no effect and ±100 for the full control effect; nearly all actives have a fitted effect of over 50% in size
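Rat TrxR1, dispensed at 90 nM, was prereduced with 400 uM NADPH (final) for 5 min at ~22 deg C, then incubated with compound 15 min before 400 uM selenite. A first-read NADPH fluorescence drop versus no-compound background flagged substrates.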
* marks the source's active call; other numbers are inactive results; & = joins results of further samples; [ ] = remark or other dose. Unless noted, calls come from the whole dose curve; as a rule, active = well fitted curve in the direction sought with a large enough effect; inconclusive = small, poorly fitted or top-dose-only effect, or another doubt; inactive = no such curve, though single readings can be large; an effect the other way counts as inactive or inconclusive. Only part of the results is shown (hit frequency here may not be typical).

Screening CC1CC(C)CN(C(=O)COC(=O)c2cc(S(=O)(=O)N3CCOCC3)ccc2F)C1 (configuration not stated) returned GLS inh 0%, Pin1 inh 2%, TrxR1 inh 8%, mIDH1 inhibitor 3%, HP1b binding inh 20%, PGK inhibitor -6%, USP1 inh -14%, PI4K2A inh 3 and TrxR1 substrate -4%.
Screening CC1CCN(S(=O)(=O)c2cccc(C(=O)N3CCN(c4ccc(F)cc4)CC3)c2)CC1 returned GLS inh 0%, Pin1 inh 1%, TrxR1 inh 16%, mIDH1 inhibitor 10%, HP1b binding inh 8%, PGK inhibitor -1%, USP1 inh -18%, PI4K2A inh 0 and TrxR1 substrate -4%.
`COC(=O)C(C(=O)Nc1cccc(C)n1)C1CCCCCC1` (configuration not stated) gave GLS inh 7%, Pin1 inh 0%, TrxR1 inh 15%, mIDH1 inhibitor -1%, HP1b binding inh 40%[activator], PGK inhibitor 7%, USP1 inh -8%, PI4K2A inh 7 and TrxR1 substrate 0%.
For CCN(CCCNC(=O)CC(C(=O)N1CCc2ccccc21)n1ccnc1)c1ccccc1 (configuration not stated) the results were GLS inh 45%[activator], Pin1 inh -1%, TrxR1 inh 16%, mIDH1 inhibitor 0%, HP1b binding inh inconclusive, PGK inhibitor -8%, USP1 inh 2%, PI4K2A inh 5 and TrxR1 substrate 0%.
Screening CCCc1ccc2oc(C(=O)N3CCC(O)CC3)c(C)c2c1 returned GLS inh 2%, Pin1 inh 3%, TrxR1 inh -6%, mIDH1 inhibitor -1%, HP1b binding inh 25%, PGK inhibitor 9%, USP1 inh -8%, PI4K2A inh 0 and TrxR1 substrate -6%.
CCN1CCC(CN2CCNC2=S)CC1 was read as GLS inh 4%, Pin1 inh -6%, TrxR1 inh 1%, mIDH1 inhibitor -5%, HP1b binding inh 31%, PGK inhibitor -5%, USP1 inh -10%, PI4K2A inh -3 and TrxR1 substrate 2%.
`COc1ccc(/C(C)=N/OCC(=O)Nc2nc3ccccc3s2)cc1OC` gave GLS inh 4%, Pin1 inh inconclusive, TrxR1 inh 0%, mIDH1 inhibitor 12%, HP1b binding inh -11%, PGK inhibitor -11%, USP1 inh -23%, PI4K2A inh -1 and TrxR1 substrate -2%.
For Cn1c(=O)c(=O)n(C)c2cc(S(=O)(=O)CCC(=O)Nc3ccc(F)cc3)ccc21 the results were GLS inh -1%&5%, Pin1 inh -8%&-1%, TrxR1 inh -12%[57.1 µM], mIDH1 inhibitor 12%, HP1b binding inh 37%&54%, PGK inhibitor -3%, USP1 inh inconclusive, PI4K2A inh 4&6 and TrxR1 substrate 7%[57.1 µM].
`COC(=O)c1ccc(OCc2cc(=O)n3ccsc3n2)cc1` gave GLS inh 9%, Pin1 inh -2%, TrxR1 inh 15%, mIDH1 inhibitor 5%, HP1b binding inh 15%, PGK inhibitor inactive, USP1 inh -5%, PI4K2A inh -3 and TrxR1 substrate 0%.
CC(=O)c1ccc(N(CC(=O)NC2CCCC2)C(=O)CNC(=O)c2ccco2)cc1 was read as GLS inh -10%, Pin1 inh -2%, TrxR1 inh 12%[57.1 µM], mIDH1 inhibitor 4%, HP1b binding inh 45%, PGK inhibitor -7%, USP1 inh -14%, PI4K2A inh 3 and TrxR1 substrate -5%[57.1 µM].
`COC(=O)C1CCN(C(=O)COC(=O)c2cc(-c3ccccc3)nc3ccc(OC)cc23)CC1` gave GLS inh -1%, Pin1 inh 56%[activator], TrxR1 inh 60%[activator], mIDH1 inhibitor 4%, HP1b binding inh 39%[activator], PGK inhibitor -10%, USP1 inh -16%, PI4K2A inh -7 and TrxR1 substrate 141%[activator].
O=C(NCCCc1nc2ccccc2n1Cc1cccc(Cl)c1)c1ccco1 was read as GLS inh -4%, Pin1 inh 4%, TrxR1 inh -13%, mIDH1 inhibitor -10%, HP1b binding inh 23%, PGK inhibitor -7%, USP1 inh -2%, PI4K2A inh 5 and TrxR1 substrate -8%.
For CCOC(=O)C1=CC[C@@H](c2cccc(C)c2)N(S(=O)(=O)c2ccc(C)cc2)[C@H]1C(=O)OCC the results were GLS inh -1%, Pin1 inh inconclusive, TrxR1 inh 6%[57.1 µM], mIDH1 inhibitor -14%, HP1b binding inh 35%, PGK inhibitor 8%, USP1 inh -25%, PI4K2A inh 1 and TrxR1 substrate 1%[57.1 µM].
`COCCN(Cc1ccccc1)C(=O)c1cc(S(=O)(=O)N2CCCCCC2)ccc1OC` gave GLS inh 2%, Pin1 inh -10%, TrxR1 inh 20%, mIDH1 inhibitor 3%, HP1b binding inh 10%, PGK inhibitor 2%, USP1 inh -14%, PI4K2A inh 2 and TrxR1 substrate 6%.
CCOC(=O)C1CCCN(CCC(=O)Nc2cc(C)cc(C)c2)C1 (configuration not stated) was read as GLS inh -1%, Pin1 inh -5%, TrxR1 inh 16%[57.1 µM], mIDH1 inhibitor 3%, HP1b binding inh 29%, PGK inhibitor -3%, USP1 inh -21%, PI4K2A inh -6 and TrxR1 substrate -19%[57.1 µM].
Screening C[C@H]1CN([C@@H](C)CO)C(=O)c2cc(NC(=O)C3CCCCC3)ccc2O[C@H]1CN(C)CC1CCCCC1 returned GLS inh 11%, Pin1 inh 1%, TrxR1 inh 2%, mIDH1 inhibitor -3%, HP1b binding inh 41%[activator], PGK inhibitor 3%, USP1 inh -22%, PI4K2A inh 2 and TrxR1 substrate 4%.
`O=C(CNC(=O)c1ccc(Cl)cc1Cl)OCC(=O)N1CCCC1=O` gave GLS inh 1%, Pin1 inh 3%, TrxR1 inh 0%, mIDH1 inhibitor 2%, HP1b binding inh 27%, PGK inhibitor 0%, USP1 inh -17%, PI4K2A inh 4 and TrxR1 substrate -3%.
`Cc1c(Cl)cccc1NC(=S)N(CCN(C)C)C(C)c1ccccn1` (configuration not stated) gave GLS inh -8%, Pin1 inh -7%, TrxR1 inh 3%, mIDH1 inhibitor 25%, HP1b binding inh 28%, PGK inhibitor 4%, USP1 inh -17%, PI4K2A inh -6 and TrxR1 substrate 4%.
Screening CC(C)(C)OC(=O)C[C@H]1C/C=C\C[C@H](CC(=O)N[C@H](CO)Cc2ccccc2)C(=O)N[C@H](C(C)(C)C)COC1=O returned GLS inh 2%, Pin1 inh -10%, TrxR1 inh 25%[57.1 µM], mIDH1 inhibitor 6%, HP1b binding inh 30%, PGK inhibitor -10%, USP1 inh 10%, PI4K2A inh -1 and TrxR1 substrate 16%[57.1 µM].
Screening Cc1ccc(NS(=O)(=O)c2cc(-c3cc(C)no3)ccc2C(C)C)nc1 returned GLS inh -2%, Pin1 inh -4%, TrxR1 inh 43%[activator], mIDH1 inhibitor -7%, HP1b binding inh 33%, PGK inhibitor -6%, USP1 inh -10%, PI4K2A inh 2 and TrxR1 substrate 9%.
Screening COC(=O)C1CCN(c2ccc([N+](=O)[O-])cc2)CC1 returned GLS inh -2%, Pin1 inh 5%, TrxR1 inh 5%, mIDH1 inhibitor -7%, HP1b binding inh 22%, PGK inhibitor -4%, USP1 inh -14%, PI4K2A inh 1 and TrxR1 substrate -2%.
For CCOC(=O)N1CCN(C(=S)NC(=O)/C=C/c2ccc(C)cc2)CC1 the results were GLS inh 17%, Pin1 inh -11%, TrxR1 inh -4%, mIDH1 inhibitor -9%, HP1b binding inh 14%, PGK inhibitor -7%, USP1 inh -8%, PI4K2A inh -3 and TrxR1 substrate -9%.

Nothing new here: entries from further up.
Screening C[C@H]1CN([C@@H](C)CO)C(=O)c2cc(NC(=O)C3CCCCC3)ccc2O[C@H]1CN(C)CC1CCCCC1 returned GLS inh 11%, Pin1 inh 1%, TrxR1 inh 2%, mIDH1 inhibitor -3%, HP1b binding inh 41%[activator], PGK inhibitor 3%, USP1 inh -22%, PI4K2A inh 2 and TrxR1 substrate 4%.
`O=C(CNC(=O)c1ccc(Cl)cc1Cl)OCC(=O)N1CCCC1=O` gave GLS inh 1%, Pin1 inh 3%, TrxR1 inh 0%, mIDH1 inhibitor 2%, HP1b binding inh 27%, PGK inhibitor 0%, USP1 inh -17%, PI4K2A inh 4 and TrxR1 substrate -3%.
`Cc1c(Cl)cccc1NC(=S)N(CCN(C)C)C(C)c1ccccn1` (configuration not stated) gave GLS inh -8%, Pin1 inh -7%, TrxR1 inh 3%, mIDH1 inhibitor 25%, HP1b binding inh 28%, PGK inhibitor 4%, USP1 inh -17%, PI4K2A inh -6 and TrxR1 substrate 4%.
Screening CC(C)(C)OC(=O)C[C@H]1C/C=C\C[C@H](CC(=O)N[C@H](CO)Cc2ccccc2)C(=O)N[C@H](C(C)(C)C)COC1=O returned GLS inh 2%, Pin1 inh -10%, TrxR1 inh 25%[57.1 µM], mIDH1 inhibitor 6%, HP1b binding inh 30%, PGK inhibitor -10%, USP1 inh 10%, PI4K2A inh -1 and TrxR1 substrate 16%[57.1 µM].
